High-throughput results from PubChem.
USP2a inh – qHTS Assay for Inhibitors of Ubiquitin-specific Protease USP2a Using CHOP2 as the Reporter; USP2 core, Ub-CHOP2 coupled fluorogenic reporter, 485/531; Potency, µM (highest dose often 38.3 µM), inactives show at the top dose activity change, negative = inhibition, hits mostly inhibitors; 330,000 compounds, 0.01% hits; AID 463254, 2010;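 note: potency is the fitted concentration of half-maximal effect; plate controls were DMSO wells for no effect and full inhibition by NEM control for full effect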
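Deubiquitinase activity read as fluorescence (485/531 nm) after Ub-CHOP2 cleavage activates the enterokinase reporter on its substrate; USP2 core 10nM, Ub-CHOP2 and substrate 25nM each, 30min compound preincubation then 60min RT; data normalized to NEM, curves fitted.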
TSHR antagonist – Antagonists of the Thyroid Stimulating Hormone Receptor: HTS campaign; TSHR-expressing cells, TSH-stimulated cAMP HTRF, 2 h; stronger effect = lower value; 330,000 compounds, 0.2% hits; Thyrotropin receptor (Homo sapiens), P16473; activity change, negative = inhibition, % at 11.5 µM; AID 504810, 2011;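 active = activity change below a set negative limit, meaning inhibition stronger than a set level, cut at about -70% in these data; inconclusive = activity change between two set negative limits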; note: % is set by controls: 0 for no effect and ±100 for the full control effect
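TSHR-expressing cells, 200/well, pre-treated with compound, then stimulated with EC80 TSH (4nM final) for 2 hours at 37 deg C. cAMP measured by competitive HTRF: anti-cAMP cryptate antibody in lysis buffer plus cAMP-d2, read after 30 minutes at room temperature.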
Mito fusion act – qHTS Assay for Small Molecule Inhibitors of Mitochondrial Division or Activators of Mitochondrial Fusion. S. cerevisiae fusion-defective mutant growth rescue, CellTiterGlo 48 h. Potency, µM (series often up to 46.1 µM), without a hit: at the highest dose growth rescue (activation), usual class: activators. 320,000 compounds, 0.23% hits;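 note: potency is the fitted concentration of half-maximal effect; % of control where 0% means no effect; nearly all actives have a fitted effect of over 45% in size; temperature-sensitive fusion mutants such as fzo1-1 at 37 °C on non-fermentable ethanol glycerol medium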
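Read-out: ATP-based luminescence (CellTiterGlo, 10 min ambient) reporting growth of fusion-defective ts yeast after 48 hours at 37C on glycerol/ethanol YPEG medium in the presence of compound.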
KCNH2 WT inh – qHTS for Inhibitors of KCHN2 3.1: Wildtype qHTS. Voltage-gated inwardly rectifying potassium channel KCNH2 (Homo sapiens), Q12809. U2OS, BacMam KCNH2, thallium flux FluxOr; stronger effect = lower value. activity change, % at 1.84 µM. 340,000 compounds, 0.37% hits;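 active = maximum activity change below -70%; inconclusive = maximum activity change between -70% and -50%; inactive = maximum activity change above -50%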; note: % is set by controls: 0 for no effect and ±100 for the full control effect
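U2OS cells were transduced with wild-type KCNH2 virus (2.03 x 10^8 / mL) for 4 h at room temperature, then cultured overnight at 37 C. Thallium flux was read with FluxOr dye. Rate constants were normalized to DMSO controls.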
KCNH2 3.1 block – qHTS for Inhibitors of KCHN2 3.1: Mutant qHTS; U2OS KCNH2 3.1, thallium flux FluxOr; stronger effect = lower value; activity change, % (tested at about 1.8 µM); 340,000 compounds, 0.95% hits; AID 720553, 2013;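 active = maximum activity change below -70%; inconclusive = maximum activity change from -70% to -50%; inactive = maximum activity change above -50%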;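 note: thallium influx rate constant from kinetic fluorescence after stimulation buffer; % is set by controls: 0 for no effect and ±100 for the full control effect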
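U2OS cells transduced with KCNH2 3.1 mutant virus (1.77 x 10^8 /mL, 4 h), plated overnight at 37 C, loaded 45 min with FluxOr dye plus Red40 quencher. Thallium flux rate constant from kinetic reads after stimulation buffer, normalised to controls.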
TRPV1 agonist – HTS Assay for Compounds that Act as Agonists of the Vanilloid Receptor 1. Transient receptor potential cation channel subfamily V member 1 (Homo sapiens), Q8NER1. TRPV1-expressing cells, Fluo-8 calcium influx, agonist mode. activation, % at 8.33 µM. 320,000 compounds, 0.19% hits. AID 540275, 2011; in the data active = activation above about 80%; inconclusive = between about 30% and that limit; note: 0% is about no effect
Target sequence (Q8NER1 whole entry, looked up): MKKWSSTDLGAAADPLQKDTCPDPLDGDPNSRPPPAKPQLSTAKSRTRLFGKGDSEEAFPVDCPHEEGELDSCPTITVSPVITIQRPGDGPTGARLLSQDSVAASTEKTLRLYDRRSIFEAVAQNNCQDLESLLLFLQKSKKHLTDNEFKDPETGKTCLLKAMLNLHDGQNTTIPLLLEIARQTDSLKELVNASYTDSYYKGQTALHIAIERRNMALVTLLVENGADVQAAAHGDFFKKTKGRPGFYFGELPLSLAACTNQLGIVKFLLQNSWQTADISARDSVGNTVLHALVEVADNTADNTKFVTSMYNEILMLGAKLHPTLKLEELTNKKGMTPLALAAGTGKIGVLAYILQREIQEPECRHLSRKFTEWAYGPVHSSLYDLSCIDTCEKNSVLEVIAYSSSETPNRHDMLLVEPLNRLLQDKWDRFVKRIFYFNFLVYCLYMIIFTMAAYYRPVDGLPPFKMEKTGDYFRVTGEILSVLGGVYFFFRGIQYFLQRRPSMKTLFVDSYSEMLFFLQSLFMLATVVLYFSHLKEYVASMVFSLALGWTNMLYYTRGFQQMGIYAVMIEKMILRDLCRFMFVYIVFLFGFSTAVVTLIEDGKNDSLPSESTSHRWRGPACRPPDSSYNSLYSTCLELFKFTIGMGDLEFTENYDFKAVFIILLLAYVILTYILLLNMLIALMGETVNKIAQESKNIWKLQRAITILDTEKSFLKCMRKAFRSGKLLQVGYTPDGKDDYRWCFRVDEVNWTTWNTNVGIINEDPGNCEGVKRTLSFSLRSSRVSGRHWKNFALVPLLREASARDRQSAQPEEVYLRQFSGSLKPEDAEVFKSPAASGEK
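Fluo-8 calcium influx in TRPV1-expressing cells, kinetic read (ex 480/em 520 nm). Compound added and read 3 min for agonist activity, followed by capsaicin at EC20 final and 2 min further read for enhancement.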
Eya2 inh – qHTS Assay for Inhibitors of the Phosphatase Activity of Eya2; recombinant Eya2, OMFP fluorescence dephosphorylation (OMFP is methylfluorescein phosphate); Potency, µM (doses to about 76.9 µM), inactives show at the highest dose activity, negative = inhibition, usual class: inhibitors; 330,000 compounds, 0.006% hits; AID 488837, 2010; note: potency is the fitted concentration of half-maximal effect; % is set by controls: 0 for no effect and ±100 for the full control effect
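Eya2 protein (added as 0.2 uM solution) was preincubated with compound for 10 min at ambient temperature in 50 mM HEPES pH 7.5, 50 mM NaCl, 5 uM MgCl2, 0.05% BSA, 1 mM DTT. OMFP (added at 50 uM) then reacted 10 min; fluorescence read at 485/525 nm.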
ELG1 repair inh – qHTS screen for small molecules that inhibit ELG1-dependent DNA repair in human embryonic kidney (HEK293T) cells expressing luciferase-tagged ELG1; Potency, µM (titrated, usually from 46.1 µM), for the others: at the highest dose activity change, negative = inhibition, most hits filed as inhibitors; AID 504467, 2011; HEK293T ELG1-luciferase reporter, luminescence, 16 h; DNA damage induced by 5-fluorouridine; 330,000 compounds, 2.3% hits; note: potency is the fitted concentration of half-maximal effect; % is set by controls: 0 for no effect and ±100 for the full control effect; nearly all actives have a fitted effect of over 55% in size
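In this reporter screen, reduction of luminescence relative to DMSO vehicle indicated activity. Compounds and 5-fluorouridine were added together to 2,000 cells per well, incubated for 16 hr at 37 °C, then developed with ONE-Glo.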
TCR activator – Activators of T cell receptors: qHTS campaign. primary human leukocytes, anti-CD3, IL-2 HTRF, 48 h. Potency, µM (top dose mostly 9.22 µM), for the others: top-dose activation of IL-2 secretion, hits mostly activators. 330,000 tested, under 10 active. AID 504894, 2011; note: % of control where 0% means no effect
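Primary human leukocytes were stimulated with a-CD3 beads plus compounds for 48 hr without co-stimulation; secreted IL-2 was quantified by HTRF using a-IL-2-K (europium cryptate) and a-IL-2-d2, excited at 320nm with acceptor emission read at 665nm.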
AT treatment – qHTS Assay for Identifying a Potential Treatment of Ataxia-Telangiectasia | Potency, µM (titrated, usually from 57.5 µM), inactives show at the top dose activation, actives largely listed as activators | […] A-T fibroblasts, KAP-1 phosphorylation AlphaLISA; neocarzinostatin DNA damage 30 min before lysis | 320,000 compounds, 0.19% hits; note: potency is the fitted concentration of half-maximal effect; % of control where 0% means no effect; nearly all actives have a fitted effect of over 45% in size
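hTERT-immortalized A-T patient fibroblasts ([…]), 500 cells/well in OPTI-MEM, 1% FBS, got compounds for 60 min, then NCS for 30 min at 37C. Lysates were then assayed for phospho-KAP-1 by AlphaLISA (anti-pKAP1 donor, anti-KAP1 acceptor beads), 6 hr at 25C.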
Starred values were filed as active, the others as inactive; ? = inconclusive; · = no result given; & = joins results of further samples; [ ] = dose if it differs, or a comment. Unless noted, calls come from the whole dose curve; as a rule, active = well fitted curve in the direction sought with a large enough effect; inconclusive = small, poorly fitted or top-dose-only effect, or another doubt; inactive = no such curve, though single readings can be large; an effect the other way counts as inactive or inconclusive. Not all compounds are listed, so the mix of outcomes need not match the whole.

SMILES	USP2a inh	TSHR antagonist	Mito fusion act	KCNH2 WT inh	KCNH2 3.1 block	TRPV1 agonist	Eya2 inh	ELG1 repair inh	TCR activator	AT treatment
COc1ccc(S(=O)(=O)/N=C2\C=C(Nc3ccc(O)cc3)C(=O)c3ccccc32)cc1	-4%	-42	-37%[inhibitor]	1	4	?	-16%	5.8µM*	6%	-10%
CCCn1c(C)cc(C(=O)Cn2nnc3ccccc3c2=O)c1C	-1%	9	6%	2	-2	1	5%	?	·	-11%
Cc1ccc(C)c(S(=O)(=O)c2c(C)cc(C)nc2Cl)c1	2%	-27	-2%	4	-3	-2	3%	-3%	-2%	-3%
O=C(CN(C(=O)c1csnn1)c1cccc2c1CCCC2)NCc1ccccc1	0%	18	5%	-11	8	0	5%	0%	-2%	2%
O=C(Nc1ccc(Cl)cc1N1CCOCC1)C1CCCO1 (stereo not drawn)	1%	2	0%	-18	17	3	-2%	-6%	-8%	10%
CC(=O)c1cccc(NC(=O)C(C)OC(=O)CCc2nc3ccccc3c(=O)[nH]2)c1 (stereo not drawn)	2%	-7	·	-2	-3	·	1%	?	-4%	10%
Cc1c(C(=O)Nc2cccc(Cl)c2)c2ccccn2c1CCc1ccncc1	2%	-24	?	0	-74*	-3	5%	?	-3%[46.1 µM]	3%
CCCCCOC(=O)C1=C(C)NC(=O)NC1c1ccccc1OCC (stereo not drawn)	2%	1	1%	0	9	1	3%	-14%	-2%	-1%
COc1ccc(C(=O)NCC(=O)OCC(=O)Nc2ncc(Cl)cc2Cl)cc1[N+](=O)[O-]	-1%	6	-1%	-1	-2	-2	-12%	9%	-4%	4%
CC(C)n1nnnc1SCC(=O)NCc1cccs1	1%	19	1%	-7	-1	-1	20%	?	-13%	15%
O=S1(=O)CCN2C(c3cccc4ccccc34)=CSC2=N1	-1%	-10	-1%	-4	8	-2	-1%	1%	-3%	4%
Cc1ccc(OCC(O)CNC(C)c2ccccc2)cc1C (stereo not drawn)	0%	4	-3%	-3	-2	0	-3%	-1%	8%	0%
C=CCOc1c(Br)cc(/C=N/n2c(CC)n[nH]c2=S)cc1Br	3%	-14	5%	-1	-8	-3	9%	-1%	2%[46.1 µM]	9%
Cc1ccc(C(=O)Nn2cnnc2)cc1S(=O)(=O)N1CCOCC1	0%	-6	0%	-3	11	1	-10%	-1%	-5%	-3%
COc1cc([C@@H]2[C@H]3CN(C)CC=C3C(C#N)=C(N)C2(C#N)C#N)cc2c1OCO2	19%	-1	-7%	3&1	-10&-2	-1	4%	-6%	-4%&-4%	6%
O=C(c1ccco1)N1CCN(S(=O)(=O)c2ccc(Cl)s2)CC1	-2%	-10	-1%	-1	6	4	7%	-16%	9%	8%
O=C(COc1coc(CN2CCc3ccccc3C2)cc1=O)Nc1cccc(F)c1	2%	-1	-2%	5	-5	7	11%	-4%	8%	11%
COc1cc(/C=N/Nc2nc(C)cc(=O)[nH]2)ccc1OC(=O)c1cccnc1	3%	-6	3%	4	3	0	12%	?	4%	0%
Nc1nc(SCC(=O)N2CCCCCC2)[nH]c(=O)c1NC(=O)c1ccco1	4%	-7	4%	18	4	0	-8%	6%	4%	-2%
COc1ccc(C)cc1NC(=O)NCc1ccco1	1%	-8	-4%	-7	-9	-2	-11%	-1%	-3%	2%
CCOc1ccc(OCCC(=O)N2CCN(S(=O)(=O)c3ccc(F)cc3)CC2)cc1	0%	6	3%	-1	-7	-3	-16%	?	9%	-6%
COc1ccccc1C(=O)Nc1cc2c(ccc3ccccc32)oc1=O	4%	3	-1%	·	·	-1	5%	11%	·	2%
COC(=O)/C(C#N)=C/c1occc1C	0%	1	-1%	3	-12	0	3%	2%	0%[46.1 µM]	-7%
Clc1ccc(-n2nnnc2-c2ccno2)cc1	1%	5	-4%	-6	20	-1	-2%	0%	10%	-2%
CCOc1ccc(NC(=O)CCC(=O)NNC(=O)COc2ccc(C)cc2)cc1	3%	-6	-5%	1	16	1	14%	5%	1%	0%
OC(COC(c1ccc(F)cc1)c1ccc(F)cc1)CN1CCCC1 (stereo not drawn)	-4%	18	?	-22	-83*	7	-2%	?	-5%	·
CCc1ccc(-c2csc3ncn(CC(=O)NCc4ccco4)c(=O)c23)cc1	3%	-6	2%	1	11	3	-6%	-7%	-5%	-2%
CCC(NC(=O)NNC(N)=S)(C(F)(F)F)C(F)(F)F	2%	-1	-2%	-9	1	2	4%	-2%	0%	-9%
CSc1cccc(NC(=S)N2CCC(N(C)C3CCCCC3)CC2)c1	9%	9	4%	0	7	7	2%	14%	-1%	-2%
CCCn1c(CN2CCN(C(=O)OCC)CC2)nc2c1c(=O)n(C)c(=O)n2C	5%	9	5%	0	2	-3	-2%	6%	-6%	2%
NC(=O)C1CCN(C(=O)CSc2nc(O)cc(=O)[nH]2)CC1	0%	6	0%	3	-7	-1	5%	1%	4%	-4%
O=C(Nc1ccc(C(=O)c2ccc(C(=O)O)c(C(=O)O)c2)cc1)c1ccccc1	1%	15	-1%	-4	-2	0	-6%	3%	·	-9%
CC(=O)Nc1nc2n(n1)C(c1ccc(Cl)cc1)C=C(C)N2 (stereo not drawn)	1%	2	1%	5	4	-2	10%	?	4%	7%
COc1ccc(C(=O)NCCOc2cccc(Oc3ccccc3)c2)cc1OC	-8%	-8	-3%	3	31	21	-6%	?	-2%	19%
CC1Nc2ccccc2C(=O)N1NS(C)(=O)=O (stereo not drawn)	3%	3	13%	1	-12	1	-28%	12%	6%	-1%
CC(C)(c1ccccc1)c1ccc(OCC2CO2)cc1 (stereo not drawn)	3%	7	-30%	-1	21	14	-2%	-3%	-1%	0%
O=C(O)C1C(c2ccccc2)C(C(=O)Oc2ccccc2)C1c1ccccc1 (stereo not drawn)	0%	49	7%	-1	-7	0	-15%	0%	-3%	7%
CSc1ccccc1NC(=O)CN1CCCCC1C (stereo not drawn)	-1%	6	3%	8	13	15	6%	7%	2%	1%
CC(C)CCN1CCN(CCCn2cccn2)CC1CCO (stereo not drawn)	-1%	15	-1%	-22	4	-3	0%	6%	0%	0%
COc1ccccc1NC(=O)NNC(=O)c1ccc2c(c1)NC(=O)C(C)(C)O2	1%	-5	0%	-1	7	-2	-11%	-21%	4%	8%
Cn1ccnc1SCC(=O)c1ccc(C#N)cc1	-1%	5	3%	19	7	0	5%	?	0%	9%
Cc1nn(Cc2ccc(C(=O)Nc3ccccc3F)cc2)c(C)c1Cl	-5%	1	?	-2	8	-4	-16%	?	-4%	5%
CN(C)S(=O)(=O)c1ccc(C(=O)OCC(=O)Nc2cccnc2Cl)cc1	-1%	14	-13%	-7	-7	10	4%	0%	-131%	-3%
COC(=O)CC(NC(=O)c1ccco1)c1ccc(C(C)C)cc1 (stereo not drawn)	1%	-2	-1%	-26	2	2	11%	-9%	-7%	0%
Cc1ccc(C)c(NC(=O)CCC(=O)NNC(=O)COc2cc(C)ccc2C)c1	0%	2	-3%	-10	·	-2	-24%	2%	5%	17%
Cn1c(N)c(C(=O)COC(=O)c2ccccc2NCc2ccco2)c(=O)n(C)c1=O	1%	-6	-4%	4	12	1	-7%	6%	-6%	9%
COc1cccc(C2(c3cccc(OC)c3)CC2C(=O)Nc2cccc3ccccc23)c1 (stereo not drawn)	1%	12	-3%	-11	-17	5	-3%	?	-3%[46.1 µM]	7%
Cc1ccc(C2(C)NC(=O)N(CC(=O)NC(=O)NC3CCCC3)C2=O)cc1 (stereo not drawn)	4%	1	-2%	·	·	2	3%	-13%	·	3%
CC(C)(C)c1nc(SCC(=O)NCc2ccco2)c2ccccc2n1	1%	-7	25%	0	-3	19	-37%	-4%	1%	5%
CCCCOC(=O)c1ccc(NC(=S)NC(=O)c2c(Br)c(C)nn2C)cc1	5%	34	5%	1	10	-5	8%	-18%	-9%[46.1 µM]	-4%
